PhoP GFP inhibition = PhoP regulon inhibitors, Salmonella typhi PhoP promoter GFP reporter, confirmatory (AID 1850); Salmonella Typhi PhoP-promoter GFP reporter, fluorescence, 4 h; higher % means a stronger effect; inhibition, % at 50 µM; hits with a dose series show IC50 in µM; hit rate 0.33% among 310,000; in the data active = a potency from the dose series; inconclusive = inhibition mostly from about 25% at the one dose, without a potency; inactive = the rest, 99 in 100 with inhibition below about 19%;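 note: 0% = induced wells with vehicle and 100% = uninduced wells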
influenza NS1A = H1N1 influenza NS1A inhibitors, functional cell based assay (AID 504329); NS1A functional cell-based assay, percent inhibition; higher % means a stronger effect; inhibition, % at 12.5 µM, or IC50 in µM where a hit was titrated; hit rate 0.3% among 340,000; in the data active = a potency from the dose series; inconclusive = inhibition above about 27% without an active follow-up result; note: strong numbers were not always called active
H37Rv inhibition = M. tuberculosis growth inhibition, HTS (AID 449762) | M. tuberculosis H37Rv growth inhibition, 7H9 media; higher % means a stronger effect | one-dose inhibition, % at 25 µM; IC50 in µM for titrated hits | hit rate 0.59% among 330,000; in the data active = a potency from the dose series; inconclusive = inhibition above about 70% without an active follow-up result;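 note: bacterial growth assessed after seven days of incubation; strong numbers were not always called active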
inhibitors of VEEV = inhibitors of VEEV TC-83 cytopathic effect, confirmation, Vero cells (AID 588727). Vero cells, VEEV TC-83 cytopathic effect inhibition; higher % means a stronger effect. inhibition, % at 20 µM, or IC50 in µM where a hit was titrated. hit rate 0.13% among 350,000; in the data active = a potency from the dose series; inconclusive = inhibition mostly from about 14% at the one dose, without a potency; inactive = the rest, 99 in 100 with inhibition below about 12%; note: strong numbers were not always called active
tuberculosis growth = growth inhibition of non-replicating M. tuberculosis (AID 488890); Mycobacterium tuberculosis non-replicating, growth inhibition; higher % means a stronger effect; inhibition, % at 25 µM, or IC50 in µM where a hit was titrated; hit rate 0.39% among 320,000; in the data active = a potency from the dose series; inconclusive = inhibition mostly from about 82% at the one dose, without a potency; inactive = the rest, 99 in 100 with inhibition below about 76%;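 note: plate controls were DMSO cells for no effect and high antibiotic wells for full effect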
inhibitors of VEEV 10K pilot screen = also measured in inhibitors of VEEV; calls as there; inhibition, %; measured here: 10K pilot screen inhibition
* = called active by the depositor; i = inactive; ? = inconclusive; / = no result given.

Start of the data: the first 3 records, ahead of the listing:
SMILES | PhoP GFP inhibition | influenza NS1A | H37Rv inhibition | inhibitors of VEEV | tuberculosis growth | others
COc1ccc(N2C(=O)CC(Sc3n[nH]c(-c4cccc(C)c4)n3)C2=O)cc1 (centres undefined) | 0% | / | -9% | i | 20%
COc1ccc(-c2nc(N)sc2C2(O)C(=O)Nc3c(Br)cc(F)cc32)cc1OC (centres undefined) | -16% | -17% | -1% | 1.6% | 9%
O=C(NCCCCc1ccccc1)c1ccc(F)cc1 | -3% | -2% | ? | i | 64%

This part in full, repeating the preview:
SMILES | PhoP GFP inhibition | influenza NS1A | H37Rv inhibition | inhibitors of VEEV | tuberculosis growth | others
COc1ccc(N2C(=O)CC(Sc3n[nH]c(-c4cccc(C)c4)n3)C2=O)cc1 (centres undefined) | 0% | / | -9% | i | 20%
COc1ccc(-c2nc(N)sc2C2(O)C(=O)Nc3c(Br)cc(F)cc32)cc1OC (centres undefined) | -16% | -17% | -1% | 1.6% | 9%
O=C(NCCCCc1ccccc1)c1ccc(F)cc1 | -3% | -2% | ? | i | 64%
O=C(NCc1ccncc1)Nc1ccc(Cl)cc1Cl | -1% | 7% | 9% | 0.3% | 3% | inhibitors of VEEV 10K pilot screen=0.0
Cc1cc(N/N=C\c2ccccc2)nc(-c2ccccc2O)n1 | -5% | 16% | -2% | 8.0% | 12%
CC(=O)Nc1sc(/C(C#N)=C\c2cccc(Cl)c2)nc1-c1ccc(C)cc1 | -14% | -7% | -5% | 8.8% | 9%
N#CCCNCC1(c2ccccc2)CCCC1 | 3% | -15% | -2% | 1.5% | -1%
COc1ccccc1NC(=O)CN1CCN(CC(=O)Nc2ccc(S(N)(=O)=O)cc2)CC1 | -5% | 1% | -8% | 0.2% | 8%
COc1ccc(OCc2csc(N)n2)cc1 | 17% | -1% | 1% | 0.7% | -6%
CCCCn1cnc2sc(-c3ccccc3)cc2c1=O | -1% | 1% | 12% | 2.9% | 25%
COc1ccc(C=NNC(=O)c2ccccc2OCc2ccc(F)cc2)c(OC)c1 | / | -2% | -1% | 0.9% | 8%
COc1ccc(CCNC(=O)CN2C(=O)NC3(CCOc4ccccc43)C2=O)cc1 (centres undefined) | / | 0% | / | 0.8% | /
O=C(O)COc1ccccc1/C=N/NC(=O)CN1CCN(Cc2ccc(Cl)cc2)CC1 | -4% | 4% | -6% | 0.5% | 2%
O=C(O)COc1cccc2nsnc12 | 11% | 25% | 11% | 1.1% | -2%
CC(=O)Nc1cc2c(cc1C(=O)c1ccc(C)cc1)OCCO2 | 8% | -6% | 8% | 1.7% | 5%
CC(C)(c1ccccc1)c1ccc(OCCn2cnc3ccccc3c2=O)cc1 | 4% | 0% | 4% | 3.6% | -1%
Cc1occc1-c1nnc(SCC(=O)NCc2ccco2)n1CC(C)C | 8% | 8% | -10% | 0.5% | 0%
COc1ccccc1N(CC(O)Cn1c2ccccc2c2ccccc21)S(=O)(=O)c1ccccc1 (centres undefined) | -9% | 8% | 13% | 4.8% | 31%
CC1(C)NC(=O)N(CCCCOc2ccc3c(c2)CCC3)C1=O | -9% | -1% | -3% | i | 13%
Cn1cc(CC(=O)NCCN2CCOCC2)c2ccccc21 | 9% | -2% | -4% | 0.3% | -1%
Cc1ccc(NC(=O)CSCC(=O)N2CCN(Cc3ccc4c(c3)OCO4)CC2)cc1 | -11% | -6% | -18% | 3.3% | 7%
Nc1ccc(Br)c2c1C(=O)c1ccccc1C2=O | -1% | / | 10% | / | 43%
CCCc1cc(=O)[nH]c(SCC(=O)c2cc(C)n(CC(F)(F)F)c2C)n1 | -1% | 1% | -6% | 0.5% | 6%
O=C1[C@@H](Oc2ccccc2)[C@@H](c2ccncc2)N1c1ccncc1 | / | -7% | / | 2.3% | /
CN(CC(=O)Nc1ccc(OC(F)(F)F)cc1)C(=O)c1ccccc1SCC(=O)N1CCCC1 | / | -4% | / | 4.0% | /
OCCC1CN(Cc2ccccn2)CCN1C1CCCC1 (centres undefined) | 5% | -3% | -9% | 0.3% | 15%
COc1ccc2nc3cc(Cl)ccc3c(C#N)c2c1 | 4% | -3% | 6% | 0.7% | 7%
COC(=O)c1ccc(CN(c2ccccc2Cl)S(C)(=O)=O)cc1 | -12% | 0% | -9% | 1.4% | -7%
Cc1ccc(N(C(=O)c2ccc(S(=O)(=O)N3CCOCC3)cc2)C2C=CS(=O)(=O)C2)cc1 (centres undefined) | 18% | 2% | -1% | 0.0% | 3%
C=CCn1c(SCn2nnc3ccccc3c2=O)nnc1C1CCCCC1 | 9% | -4% | -9% | i | -2%
COc1ccc(CNCC(O)(c2ccccc2)c2ccccc2)cc1OC | 3% | 8% | 6% | i | 3%
O=C(CN1CCN(Cc2ccc(F)cc2Cl)C1=O)NCCc1ccccc1 | -11% | 0% | -14% | 0.2% | -2%
CNC(=S)N1N=C(c2ccccc2)CC1c1ccccc1Cl (centres undefined) | -8% | 7% | 0% | i | -5%
CC(=O)c1cccc(Nc2c3c(nc4ccccc24)CCC3)c1 | 13% | -4% | 4% | i | 40%
COc1cc(C(=O)NC(=S)Nc2csc(-c3ccc(F)cc3)n2)cc(OC)c1OC | -3% | 7% | ? | 1.2% | -9%
CCCN(CCC(=O)Nc1ccccc1F)CC1CC1 | -2% | -1% | -3% | 1.0% | -6%
CCCc1nnc(SCC(=O)N2CCCCC2C)n1CC (centres undefined) | 1% | 8% | -1% | 3.9% | -5%
COC(=O)Cc1c(C(=O)OC)nnn1-c1ccc(OC)cc1 | 5% | -1% | 0% | 0.1% | 0%
OC(COc1ccccc1)CN1CCN(c2ncccn2)CC1 (centres undefined) | -22% | 3% | -5% | 1.8% | 75%
O=C1C2CC=CCC2C(=O)N1c1ncn[nH]1 (centres undefined) | -1% | 25% | 10% | i | -1%
COC(CN(C(=O)CCl)C(C(=O)NC1CCCCC1)c1ccc(Cl)cc1)OC (centres undefined) | -5% | -2% | -8% | ? | 56%
CS(=O)(=O)c1cnc(-c2ccccc2)nc1-c1ccccc1Cl | 6% | 0% | -7% | 3.2% | 23%
O=C(CCN1C(=O)/C(=C/c2ccccc2F)SC1=S)NCCc1ccc(O)cc1 | 0% | -3% | 9% | 30% | 14%
COc1cccc(-c2csc3ncnc(Sc4nnnn4C)c23)c1 | / | -6% | ? | 12% | 73%
COc1ccc(NS(=O)(=O)c2cc(NC(=O)c3cccnc3Cl)ccc2N2CCCC2)cc1 | -1% | -3% | 1% | 1.9% | 12%

2 consecutive records already listed:
SMILES | PhoP GFP inhibition | influenza NS1A | H37Rv inhibition | inhibitors of VEEV | tuberculosis growth | others
COc1cccc(-c2csc3ncnc(Sc4nnnn4C)c23)c1 | / | -6% | ? | 12% | 73%
COc1ccc(NS(=O)(=O)c2cc(NC(=O)c3cccnc3Cl)ccc2N2CCCC2)cc1 | -1% | -3% | 1% | 1.9% | 12%

Later entries:
SMILES | PhoP GFP inhibition | influenza NS1A | H37Rv inhibition | inhibitors of VEEV | tuberculosis growth | others
CCN(C(=O)CN1CCCCC1)C1(C)C(=O)c2ccccc2C1=O | -8% | 6% | -4% | i | -14%
CCOC(=O)c1ccc(Cl)c(NC(=O)c2ccc(-c3ccccc3)cc2)c1 | -2% | 7% | 2% | 0.6% | 4%
COc1ccc(-c2c(C#N)sc(C(N)=O)c2-c2ccc(OC)cc2)cc1 | 3% | -2% | -3% | 4.8% | -13%
COc1ccc(CN2C(=O)c3cccnc3C2Nc2cc(Cl)c(OC)cc2OC)cc1 (centres undefined) | -9% | 12% | 0% | 2.2% | 42%
COc1ccc(S(=O)(=O)N(C)CC(=O)NCCc2ccccc2)cc1OC | 3% | -23% | 4% | i | 3%
CCC1CC2(C)NC(=O)c3c(sc4c3CC(C)(C)OC4)N2C1=O (centres undefined) | / | 2% | / | 4.4% | /
CCN1C(=O)[C@H]2[C@@H](c3ccc(-c4ccccc4)cc3)N[C@@](C)(C(=O)OC)[C@H]2C1=O | 6% | 6% | 1% | i | 3%
Cc1ccc(-c2nnn(CC(=O)N(CC(=O)NC3CCCC3)c3cccc(F)c3)n2)o1 | 5% | 4% | 1% | 0.6% | 2%
Cc1ccc(S(=O)(=O)NCCCC(=O)N2CCC(C)CC2)cc1 | -6% | -8% | -24% | 1.8% | 2%
O=C(NCc1ccco1)c1cccc2c1C(=O)N(C1CCCCC1)C2 | 7% | 1% | 4% | 0.1% | -6%
CN(C)C(=O)C(=O)c1cccn1-c1cccc(Cl)c1C#N | -2% | 5% | -4% | i | -12%
CC1(C)CC(=O)C2=C(C1)OC(N)=C(C#N)C2C1C=CCCC1 (centres undefined) | 1% | -6% | -7% | 0.9% | -22%
O=c1cc(-c2ccc(Cl)c(Cl)c2)[nH][nH]1 | -8% | 0% | 4% | 0.8% | 10%
O=[N+]([O-])c1cc(/C=N/O)ccc1N1CCCC1 | -11% | 17% | 1% | 1.4% | 15%
O=C(NCc1n[nH]c(=S)n1-c1ccc([N+](=O)[O-])cc1)c1ccc(S(=O)(=O)N2CCOCC2)cc1 | -9% | 1% | -3% | i | -20% | inhibitors of VEEV 10K pilot screen=0.2

3 entries picked at random from those above:
SMILES | PhoP GFP inhibition | influenza NS1A | H37Rv inhibition | inhibitors of VEEV | tuberculosis growth | others
O=C(NCc1n[nH]c(=S)n1-c1ccc([N+](=O)[O-])cc1)c1ccc(S(=O)(=O)N2CCOCC2)cc1 | -9% | 1% | -3% | i | -20% | inhibitors of VEEV 10K pilot screen=0.2
Cc1ccc(S(=O)(=O)NCCCC(=O)N2CCC(C)CC2)cc1 | -6% | -8% | -24% | 1.8% | 2%
O=C(NCc1ccco1)c1cccc2c1C(=O)N(C1CCCCC1)C2 | 7% | 1% | 4% | 0.1% | -6%

Further compounds
SMILES | PhoP GFP inhibition | influenza NS1A | H37Rv inhibition | inhibitors of VEEV | tuberculosis growth | others
O=C(NNC(=O)c1cc2ccccc2o1)c1ccc(Cl)cc1 | 3% | -7% | 3% | 0.0% | -14%
CCOC(=O)C1CCN(C(=O)CC(NS(=O)(=O)c2ccc(OC)cc2)C(C)C)CC1 (centres undefined) | 10% | -1% | -6% | 0.2% | -2%
O=C(c1ccc(Br)cc1)N1CCN(c2ncccn2)CC1 | 6% | -26% | 11% | i | 31%
O=C(NCc1nc2ccccc2[nH]1)C1=C[C@H](c2ccc3c(c2)OCO3)C[C@H](OCCCCO)O1 | -3% | 6% | -1% | 0.6% | 21%
COC(=O)c1c(-c2ccc(OC)cc2)sc2ccc(OC)cc12 | / | 3% | 62% | 1.1% | 63%
Cc1ccc(NC(=O)CCc2nnc3ccc(NCc4ccco4)nn23)cc1 | -6% | 6% | 1% | 4.2% | 13%
Cc1cc(C)c(N=C2C(=O)Nc3ccccc32)c(C)c1 | -9% | 6% | 8% | i | -4%
Cc1ccc(C(=O)Nc2ccn(C)n2)cc1 | / | -14% | -4% | 1.6% | 0%
O=C(OCc1c(-c2ccccc2)ncc2ccccc12)c1cccc(Br)c1 | / | -13% | 11% | i | 4%
CS(=O)(=O)N(CC(=O)NCCSCc1ccccc1)c1ccccc1F | -8% | -6% | 3% | i | -5%
Cc1c(C(=O)O)cccc1-c1ccc(C=O)o1 | -8% | -4% | 4% | 1.4% | 7%

Screens from PubChem BioAssay.

Rows are unselected; overall some 1.5% were active at least once.
